Screening data (PubChem BioAssay)
ABCB1 inh: human ABCB1 inhibition, ABCG2 as counter-screen; P08183; CCRF-Adr cells, JC-1 efflux, flow cytometry; inhibition, % at 6.6 µM; 0.067% of 190,000 active; in the data active = inhibition above about 40%;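 note: 0% = vehicle and 100% = reference inhibitor; higher value means more JC-1 retained so stronger ABCB1 efflux block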
HRas wt GTP: modulators of GTP binding to human HRas wildtype; GST-Ras wt beads, Bodipy-FL-GTP binding, flow cytometry; actives lie on both sides; P01112; GTP binding activity, % at 10 µM; 0.14% of 190,000 active;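 active = GTP binding activity at least 20% away from the 100% baseline, either lowered as inhibitor or raised as activator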;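 note: 0% = unlabeled GTP competition control and 100% = no-compound control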
Target sequence (P01112 whole entry, looked up): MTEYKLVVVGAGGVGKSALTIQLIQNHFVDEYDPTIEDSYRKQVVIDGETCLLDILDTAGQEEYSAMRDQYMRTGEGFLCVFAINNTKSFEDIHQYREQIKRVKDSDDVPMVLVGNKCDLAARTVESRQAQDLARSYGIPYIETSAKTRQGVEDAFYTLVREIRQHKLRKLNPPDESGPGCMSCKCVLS
ABCG2 inh: blocks JC-1 efflux by human ABCG2 transporter; 0.1% of 190,000 active; Q9UNQ0; inhibition, % at 6.6 µM; IgMXP3 cells, flow cytometry;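 active = inhibition above 80%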;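 note: 0% = DMSO and 100% = nicardipine control wells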
Target sequence (Q9UNQ0 whole entry, looked up): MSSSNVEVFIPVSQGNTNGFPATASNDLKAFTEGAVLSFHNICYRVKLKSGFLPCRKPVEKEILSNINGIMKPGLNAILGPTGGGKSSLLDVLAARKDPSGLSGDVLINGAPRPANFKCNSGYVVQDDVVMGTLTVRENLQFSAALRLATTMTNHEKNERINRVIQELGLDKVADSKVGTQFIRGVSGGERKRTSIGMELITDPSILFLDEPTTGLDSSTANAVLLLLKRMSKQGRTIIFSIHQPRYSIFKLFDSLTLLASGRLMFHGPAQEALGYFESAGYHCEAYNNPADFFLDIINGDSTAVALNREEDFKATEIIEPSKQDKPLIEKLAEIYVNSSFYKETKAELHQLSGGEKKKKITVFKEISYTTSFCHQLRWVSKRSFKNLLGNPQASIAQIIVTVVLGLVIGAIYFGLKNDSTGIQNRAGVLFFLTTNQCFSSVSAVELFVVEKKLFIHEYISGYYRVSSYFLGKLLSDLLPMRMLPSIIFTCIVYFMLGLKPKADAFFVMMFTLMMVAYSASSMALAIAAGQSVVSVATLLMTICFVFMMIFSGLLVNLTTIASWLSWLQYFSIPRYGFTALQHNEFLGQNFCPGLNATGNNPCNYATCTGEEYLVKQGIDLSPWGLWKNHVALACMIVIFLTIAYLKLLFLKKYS
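Test system: IgMXP3 cells (ABCG2) mixed with DDAO far-red-labelled CCRF-Adr cells (ABCB1). Reagent: JC-1 transporter substrate. Compound dosing: single test compound dose, 6.6 µM final. Times: 10 min compound exposure, 25 °C. Detection: flow cytometry of retained JC-1 fluorescence. Read-out basis: efflux inhibition in percent versus controls. Controls: nicardipine and DMSO wells.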
Mcl1 Noxa PPI: Mcl-1/Noxa interaction inhibition; AID 1022; TR-FRET Mcl-1/Noxa peptide binding, 2 h; 1.5% of 220,000 active; inhibition, % at 21.7 µM; Q07820;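 active = compounds that cut the protein-peptide binding signal by more than 50% relative to plate controls in a single-dose test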;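 note: His-tagged Mcl-1 with rhodamine Noxa BH3 peptide and terbium anti-His antibody; 0% = Mcl-1 plus Noxa peptide wells and 100% = peptide-only wells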
Rac1 wt modul: alters GTP binding to wildtype human Rac1; 0.27% of 190,000 active; P63000; GTP binding activity (% of control), % at 10 µM; GST-Rac1 beads, fluorescent GTP binding, flow cytometry; actives lie on both sides; 0 = cold GTP competed, 100 = untreated;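 active = GTP binding activity at least 20 points away from the 100% control level, either lower or higher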
Cdc42 wt GTP: changes GTP binding to wildtype human Cdc42. P60953. GST-Cdc42 beads, Bodipy-GTP binding, flow cytometry; actives lie on both sides. percent activity (GTP binding), % at 10 µM. 0.2% of 190,000 active;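 active = percent activity GTP binding at least 20 points away from the 100% baseline, either down as inhibitor or up as activator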;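 note: median bead fluorescence of bound Bodipy-FL-GTP at 100 nM; 0% = excess unlabeled GTP control and 100% = no compound control; below 100% means less GTP binding so inhibitor and above means activator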
Target sequence (P60953 whole entry, looked up): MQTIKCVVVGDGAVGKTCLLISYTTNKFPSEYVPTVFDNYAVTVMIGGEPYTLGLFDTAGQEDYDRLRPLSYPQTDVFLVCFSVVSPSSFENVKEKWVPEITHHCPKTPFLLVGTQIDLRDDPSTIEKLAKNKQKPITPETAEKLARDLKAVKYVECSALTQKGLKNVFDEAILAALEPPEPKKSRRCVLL
Pf gametocyte: inhibitors of late stage P. falciparum gametocyte viability; 0.065% of 150,000 active; P. falciparum stage V gametocytes, ATP luminescence, 24 h; inhibition, % at 10.9 µM;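 active = inhibition above the mean plus 3 SD of compounds within the control limits, set per campaign, cut at about 38% in these data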;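 note: 0% = DMSO wells and 100% = medium only without gametocytes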
Avidin bead fluor: compound fluoresces at 488/530 nm on avidin beads; compound fluorescence 488/530 nm, flow cytometry; active compounds read high; fluorescence (KMESF) at 10 µM; 0.38% of 220,000 active; AID 1775; in the data active = fluorescence above about 47; note: inactives centre near 10
Rab7 wt modul: alters GTP binding to wildtype dog Rab7; GST-Rab7 beads, fluorescent GTP binding, flow cytometry; actives lie on both sides; untreated = 100%, excess cold GTP = 0%; GTP binding activity (percent of control), % at 10 µM; 0.055% of 190,000 active; AID 758;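 active = fluorescent GTP binding to Rab7 beads changed by at least 20 points from the 100% baseline, either direction, mostly lower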;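 note: median green fluorescence of bound Bodipy-FL-GTP per Rab7 bead population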
Rac1 mut GTP: alters GTP binding to activated mutant human Rac1; P63000; GST-Rac1 activated beads, fluorescent GTP binding, flow cytometry; actives lie on both sides; 100% means binding = to untreated wells; AID 764; 0.11% of 190,000 active; percent activity (GTP binding), % at 10 µM;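 active = GTP binding at least 20 percentage points away from the 100% baseline, in either direction, so actives lie on both sides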
Rab2A wt mod: changes GTP binding to wildtype dog Rab2A, up or down; P61105; 0.19% of 190,000 active; GTP binding activity, % at 10 µM; GST-Rab2 wt beads, Bodipy-GTP binding, flow cytometry;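 active = GTP binding activity at least 20 points away from 100%, either lowered or raised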;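 note: 0% = beads with excess unlabeled GTP and 100% = no-compound control corrected for plate trend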
Numbers without * were called inactive; . = not tested or not shown.

SMILES	ABCB1 inh	HRas wt GTP	ABCG2 inh	Mcl1 Noxa PPI	Rac1 wt modul	Cdc42 wt GTP	Pf gametocyte	Avidin bead fluor	Rab7 wt modul	Rac1 mut GTP	Rab2A wt mod
O=C1S/C(=C\c2ccc(Cl)cc2)C(=O)N1CCn1cnnn1	0.3	98.0	2.8	2.8	98.0	96.0	-25.6	9	104.0	93.0	97.0
O=C(O)C1CCCN(S(=O)(=O)c2ccc3c(c2)OCCO3)C1 (stereo not given)	0.8	95.0	4.3	0.2	100.0	100.0	4.6	11	95.0	96.0	96.0
COc1ccc2nc(/C(C#N)=C\c3ccc(Oc4ccc([N+](=O)[O-])cn4)cc3)[nH]c2c1	-0.6	102.0	-7.3	72.5*	105.0	101.0	8.4	16	105.0	103.0	102.0
Cc1cccc(N/C=C(\[N+](=O)[O-])S(=O)(=O)c2ccccc2)c1C	1.4	98.0	6.3	5.4	100.0	96.0	-7.5	11	106.0	94.0	97.0
OCCNCCSc1ccc(Cl)cc1	-0.1	99.0	1.1	28.1	104.0	98.0	.	9	98.0	98.0	100.0
CCCCN(CC)C(=O)Cc1cn(C)c2ccccc12	2.2	98.0	21.0	3.7	99.0	100.0	.	34	97.0	99.0	99.0
CCC(=O)Nc1ccc(Br)c(Cl)c1	0.3	104.0	6.4	-6.2	100.0	104.0	.	9	102.0	99.0	103.0
COc1cccc(CNC(=O)CCC2CCCN(C(=O)c3ccc(C)nc3)C2)c1 (stereo not given)	0.6	99.0	1.8	-5.2	98.0	99.0	-2.2	10	103.0	98.0	99.0
CC(C)OCC(O)CN1CCNCC1 (stereo not given)	0.0	99.0	-0.4	18.6	98.0	98.0	.	5	99.0	97.0	98.0
Cc1ccc2cc(C#N)c(NCCNC(=S)NCCCN(C)C)nc2c1C	-1.3	98.0	4.5	12.6	100.0	99.0	.	11	97.0	98.0	99.0
COc1ccc(C(=O)CSc2nnc(CCc3ccccc3)n2-c2ccccc2)cc1	1.7	93.0	3.0	.	91.0	94.0	.	8	94.0	89.0	91.0
Cn1nc(-c2ccccc2)c(CSc2ccccc2)c1Cl	0.6	105.0	3.8	-3.1	102.0	103.0	.	16	109.0	97.0	105.0
COc1ccc(OCCN2CCN(C3CC(=O)N(CCC(C)C)C3=O)CC2)cc1 (stereo not given)	0.3	102.0	0.3	18.4	106.0	103.0	-28.6	7	102.0	97.0	103.0
Cc1c(C#N)c2ncnc(-c3ccccc3)c2n1-c1ccccc1	1.4	96.0	3.8	7.5	92.0	94.0	.	28	97.0	93.0	97.0
CN(C)/C=C/C(=O)c1ccc(Br)s1	0.3	96.0	7.9	-5.1	95.0	91.0	26.3	8	95.0	95.0	95.0
O=C(NNC(=O)c1ccccc1[N+](=O)[O-])Nc1ccccc1C(F)(F)F	0.1	101.0	0.7	10.7	103.0	101.0	-6.5	16	107.0	98.0	101.0
CCn1c(SCC(=O)Nc2ccc(C)cc2)nnc1-c1ccc(O)cc1	0.1	99.0	9.0	12.8	100.0	98.0	9.9	5	99.0	97.0	100.0
Cc1cccc(C)c1NC(=O)c1cc(S(=O)(=O)N2CCOCC2)ccc1F	1.4	105.0	8.8	5.1	105.0	104.0	18.4	7	98.0	102.0	104.0
COC(=O)c1ccc(NC(=O)CCn2c(=O)oc3ccccc32)cc1	0.6	101.0	2.9	6.3	100.0	100.0	.	21	104.0	97.0	100.0
CC(=O)[C@@]1(O)CC[C@H]2[C@@H]3CCC4=CC(=O)CC[C@]4(C)[C@H]3CC[C@@]21C	0.8	97.0	2.5	11.9	100.0	101.0	.	7	98.0	102.0	102.0
CCN(C(=O)COC(=O)c1[nH]c(C)c(C(C)=O)c1C)C1CCS(=O)(=O)C1 (stereo not given)	0.5	103.0	1.4	-13.3	100.0	104.0	.	11	102.0	100.0	103.0
Cc1ccccc1S(=O)(=O)NC1OC(=O)C(Oc2ccccc2)=C1Br (stereo not given)	0.3	93.0	4.0	4.4	92.0	92.0	16.4	10	102.0	88.0	96.0
CCc1cc2c3c(c1)C1(C(=O)N3C(C)(C)CC2C)C(C#N)=C(N)N2C(=C1C#N)Nc1ccccc12 (stereo not given)	1.9	98.0	-0.4	21.4	100.0	95.0	.	24	99.0	98.0	98.0
COc1cccc(NC(=O)N2CCCC(C(=O)Nc3ccccc3OC)C2)c1 (stereo not given)	0.9	102.0	5.5	4.5	103.0	105.0	-9.6	10	105.0	100.0	102.0
O=C(OCC1COc2ccccc2O1)c1ccccc1F (stereo not given)	0.5	98.0	2.2	24.4	95.0	100.0	8.2	34	95.0	94.0	96.0
Cc1ccccc1OCCNC(=O)c1ccccc1Sc1ccccc1C#N	1.7	104.0	8.7	7.8	100.0	103.0	-3.4	12	100.0	103.0	102.0
Cc1nc(Nc2nc3ccccc3o2)nc(C)c1C	0.1	102.0	2.3	5.0	99.0	97.0	-17.4	25	108.0	96.0	98.0
Cc1ccc(S(=O)(=O)CCc2nnc(N)s2)cc1	-0.1	103.0	-0.2	11.1	108.0	106.0	.	32	107.0	97.0	105.0
Cc1ccc(N=C2NC(=O)/C(=C/C=C/c3ccco3)S2)cc1C	-1.6	95.0	-10.0	106.6*	98.0	98.0	-2.6	8	93.0	95.0	94.0
CCOc1cc(CNC(CC)CO)ccc1OCC(=O)Nc1cccc(C(F)(F)F)c1 (stereo not given)	0.2	95.0	26.2	-0.4	96.0	94.0	-15.3	11	102.0	94.0	95.0
Cc1ccccc1OCC(=O)NCCN1CCCC1	1.0	108.0	3.5	13.1	107.0	109.0	.	7	105.0	104.0	108.0
CCOc1ccccc1Nc1nc(-c2sc(NC(=O)c3cccc(Cl)c3)nc2C)cs1	-0.5	100.0	-1.5	23.6	102.0	102.0	26.7	4	92.0	101.0	104.0
O=C(CN1CCCC1)Nc1cc(F)ccc1F	0.3	99.0	-2.9	11.0	101.0	99.0	-10.2	11	101.0	97.0	98.0
Cc1ccc(S(=O)(=O)N2CCCC(C(=O)NCCC(C)C)C2)cc1 (stereo not given)	1.8	97.0	3.2	6.9	97.0	98.0	.	13	103.0	96.0	97.0
O=C(CSc1nc2ccccc2o1)NCCOc1ccccc1	-1.3	98.0	-0.6	2.0	97.0	101.0	6.1	14	96.0	95.0	99.0
COCCNc1c(-c2cc3ccc(C)c(C)c3[nH]c2=O)nc2ccccn12	0.1	94.0	-0.4	6.5	95.0	93.0	8.2	5	99.0	94.0	95.0
O=C(O)CSc1nc(-c2cccs2)cc(C(F)(F)F)n1	0.1	93.0	0.2	19.5	94.0	92.0	5.3	15	95.0	93.0	94.0
CCN(/C=N/c1sc2c(c1C#N)CC(C)(C)NC2(C)C)CC	.	102.0	.	11.3	105.0	104.0	.	5	101.0	102.0	101.0
Cc1cc(C)n2c(SCC(=O)N(C)C3CCCCC3)nnc2n1	0.8	99.0	15.8	26.5	102.0	94.0	-5.7	10	97.0	97.0	97.0
COc1ccc(CN(C)C(C)C(=O)Nc2ccc(S(=O)(=O)N3CCCC3)cc2)c(OC)c1OC (stereo not given)	0.5	100.0	0.3	9.1	104.0	102.0	.	10	109.0	96.0	101.0
CCN(CCNS(=O)(=O)c1ccc2[nH]c(=O)sc2c1)c1ccccc1	0.3	102.0	1.5	8.4	105.0	105.0	.	22	98.0	99.0	103.0
NC(=S)NN=C1c2cc(S(=O)(=O)N3CCOCC3)ccc2-c2ccc(S(=O)(=O)N3CCOCC3)cc21	-1.9	97.0	-13.3	16.7	102.0	102.0	-3.7	9	99.0	98.0	97.0
Cc1cccc(OCC(O)Cn2c(-n3nc(C)cc3C)nc3c2c(=O)[nH]c(=O)n3C)c1 (stereo not given)	0.6	103.0	2.8	-5.5	105.0	105.0	-0.2	8	100.0	101.0	101.0
CCN(CC)CCNC(=O)NC(=O)c1ccc(Cl)cc1	0.1	102.0	-0.2	-3.9	106.0	100.0	20.1	4	107.0	101.0	99.0
Cc1ccc(N2CCN(S(=O)(=O)c3ccc(F)cc3)CC2)c(C)c1	0.0	100.0	1.9	-8.0	101.0	101.0	.	24	105.0	101.0	100.0
CCC(/C=C1\Sc2ccc(OC)cc2N1CCO)=C\c1sc2ccc(OC)cc2[n+]1CCO	-1.3	78.0*	-6.4	-96.7	87.0	82.0	4.5	4	90.0	89.0	80.0
COc1cc(OC)cc(C(=O)NC2CCN(CC(=O)Nc3cccc4ccccc34)CC2)c1	4.0	101.0	43.7	-14.7	104.0	101.0	.	6	102.0	101.0	100.0
c1ccc(-c2ncc(-c3ccn[nH]3)s2)cc1	-0.2	101.0	1.0	-8.9	98.0	101.0	-7.6	25	107.0	97.0	99.0
CC(NC(=O)c1cccc(Br)c1)c1ccccc1 (stereo not given)	0.2	100.0	0.7	-10.5	99.0	99.0	14.1	12	102.0	96.0	99.0
CCC(C)NS(=O)(=O)c1ccc(OCC(=O)Nc2ccc3c(c2)OCO3)cc1 (stereo not given)	0.1	104.0	1.8	-6.0	105.0	106.0	.	12	102.0	101.0	101.0
COc1ccc(S(=O)(=O)N2CCC(C(=O)N3CCCCC3)CC2)cc1Cl	0.3	105.0	1.0	-6.1	112.0	106.0	.	9	101.0	101.0	106.0
C/C(CCS(=O)(=O)c1ccccc1)=N/O	0.4	96.0	0.5	8.6	100.0	102.0	38.2*	10	99.0	96.0	101.0
CC(=O)c1nc2ccccc2n1S(=O)(=O)c1ccc(Cl)cc1	0.2	102.0	1.1	4.7	101.0	102.0	.	26	104.0	100.0	104.0
CC1CC(C)CN(S(=O)(=O)c2ccc(C(=O)N(c3ccccn3)C3CCCCC3)cc2)C1 (stereo not given)	1.4	98.0	7.8	-1.5	100.0	97.0	.	6	107.0	98.0	100.0
COc1ccccc1CNC(=O)c1cc2c(=O)[nH]c3ccccc3c2n1C	1.5	95.0	6.1	2.9	99.0	93.0	.	9	99.0	95.0	93.0

Given with values under each structure: part of the list above
Sequence of screens – ABCB1 inh | HRas wt GTP | ABCG2 inh | Mcl1 Noxa PPI | Rac1 wt modul | Cdc42 wt GTP | Pf gametocyte | Avidin bead fluor | Rab7 wt modul | Rac1 mut GTP | Rab2A wt mod
CCC(C)NS(=O)(=O)c1ccc(OCC(=O)Nc2ccc3c(c2)OCO3)cc1 (stereo not given)
→ 0.1 | 104.0 | 1.8 | -6.0 | 105.0 | 106.0 | . | 12 | 102.0 | 101.0 | 101.0
COc1ccccc1CNC(=O)c1cc2c(=O)[nH]c3ccccc3c2n1C
→ 1.5 | 95.0 | 6.1 | 2.9 | 99.0 | 93.0 | . | 9 | 99.0 | 95.0 | 93.0
COc1cc(OC)cc(C(=O)NC2CCN(CC(=O)Nc3cccc4ccccc34)CC2)c1
→ 4.0 | 101.0 | 43.7 | -14.7 | 104.0 | 101.0 | . | 6 | 102.0 | 101.0 | 100.0
CC(NC(=O)c1cccc(Br)c1)c1ccccc1 (stereo not given)
→ 0.2 | 100.0 | 0.7 | -10.5 | 99.0 | 99.0 | 14.1 | 12 | 102.0 | 96.0 | 99.0
